AmpC detergent = inhibitors of E. coli AmpC beta-lactamase with detergent; P00811; AmpC hydrolysis of nitrocefin, absorbance 480 nm, 0.01% Triton; Potency, µM (doses to about 114 µM), without a hit: at the highest dose activity change, negative = inhibition, most hits filed as inhibitors; hit rate 0.041% among 370,000; AID 485294;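 also: potency is read from the fitted curve at half-maximal effect; 0% = no-compound wells and -100% = no-enzyme wells; nearly all actives have a fitted effect of over 25% in size; some results filed as inactive show a strong effect at the top dose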
Target sequence (P00811 whole entry, looked up): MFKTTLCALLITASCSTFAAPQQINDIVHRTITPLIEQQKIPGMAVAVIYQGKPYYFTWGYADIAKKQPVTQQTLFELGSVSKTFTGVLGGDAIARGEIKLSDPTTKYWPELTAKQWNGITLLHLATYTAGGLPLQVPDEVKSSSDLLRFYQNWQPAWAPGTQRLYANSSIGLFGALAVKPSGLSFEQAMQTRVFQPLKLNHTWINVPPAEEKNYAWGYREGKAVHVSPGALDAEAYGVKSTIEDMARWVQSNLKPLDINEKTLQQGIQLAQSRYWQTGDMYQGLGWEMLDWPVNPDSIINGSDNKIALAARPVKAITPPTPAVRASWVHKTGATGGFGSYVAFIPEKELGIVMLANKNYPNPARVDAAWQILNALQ
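20 mM phosphate pH 7.0 + 0.01% (detergent screen) or 0.0001% Triton X-100; 5.3 nM AmpC reagent; cpd preinc 15 min RT; nitrocefin (800 uM stock) to start; A480 q20 s × 4 min; Activity was normalised to no-enzyme and no-compound control wells.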
AMA1 RON2 block = inhibitors of Plasmodium falciparum AMA1-RON2 interaction | AlphaScreen AMA1-biotinylated RON2 peptide binding | Potency, µM (series often up to 58.2 µM), for inactives: top-dose activity change, negative = inhibition, hits mostly inhibitors | hit rate 0.2% among 360,000 | AID 720542;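 also: potency is read from the fitted curve at half-maximal effect; 0% = vehicle wells and -100% = peptide control; nearly all actives have a fitted effect of over 45% in size; some results filed as inactive show a strong effect at the top dose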
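AMA1 (3D7) with his tag at 25 nM final met compounds first, then biotinylated RON2 peptide at 25 nM; detection used donor plus acceptor beads, 10 µg/mL apiece, read by AlphaScreen after 30 min at room temperature.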
HCMV antiviral = blocks human cytomegalovirus replication; activity change, negative = inhibition, % at 57.5 µM; HFF cells, HCMV-luciferase reporter, 72 h; active compounds read low; AID 1259415; hit rate 4.5% among 410,000; in the data active = activity change below about -60%; inconclusive = no clear call, values can overlap the other calls; inactive = above about -39%
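Cell-based, HFFs, 1000 cells/well, 16 h 37C; cpds in DMSO + HCMV-luc, MOI 1 PFU/cell; 72 h 37C; OneGlo luminescence after 5 min RT; norm. to buffer vs Salinomycin 10uM.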
FBPA Giardia inh = blocks Giardia fructose-bisphosphate aldolase activity. Potency, µM (doses to about 59.6 µM), inactives show at the highest dose activity, negative = inhibition, actives largely listed as inhibitors. A8B2U2. hit rate 0.71% among 290,000. purified Giardia FBPA; also: potency is read from the fitted curve at half-maximal effect; nearly all actives have a fitted effect of over 55% in size
Target sequence (A8B2U2 whole entry, looked up): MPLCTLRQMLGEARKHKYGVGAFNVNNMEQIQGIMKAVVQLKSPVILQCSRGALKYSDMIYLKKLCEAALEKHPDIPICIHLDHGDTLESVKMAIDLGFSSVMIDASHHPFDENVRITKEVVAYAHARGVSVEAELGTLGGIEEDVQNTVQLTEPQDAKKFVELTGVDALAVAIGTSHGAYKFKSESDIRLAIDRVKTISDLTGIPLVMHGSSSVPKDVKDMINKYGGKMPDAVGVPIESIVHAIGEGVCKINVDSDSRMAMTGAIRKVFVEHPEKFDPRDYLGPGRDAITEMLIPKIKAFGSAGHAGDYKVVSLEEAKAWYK
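40 nM FBPA preincubated 10 min at RT with compound (up to 57.5 uM final), then substrate plus GAPDH/TPI/NAD/arsenate coupling and diaphorase/resazurin added. Fluorescence read after 20 min at RT, 525/598 nm.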
Sm TGR inh = blocks Schistosoma mansoni thioredoxin glutathione reductase | purified TGR, DTNB reduction, TNB absorbance 405 nm | Potency, µM (series often up to 114 µM), for the others: at the highest dose activity change, negative = inhibition, hits mostly inhibitors | hit rate 3% among 360,000 | AID 485364; also: potency is read from the fitted curve at half-maximal effect; nearly all actives have a fitted effect of over 60% in size
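Kinetic colorimetric format: TGR-catalysed, NADPH-driven DTNB reduction monitored via TNB absorbance. Enzyme dispensed at 20 nM; compound exposure 15 min at room temperature before reaction start.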
AmpC inh no detg = blocks E. coli AmpC beta-lactamase in detergent-free assay; P00811; AmpC nitrocefin hydrolysis, absorbance 480 nm, 0.0001% Triton; Potency, µM (highest dose often 57.1 µM), inactives show at the top dose activity change, negative = inhibition, actives largely listed as inhibitors; hit rate 0.52% among 330,000;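 also: potency is read from the fitted curve at half-maximal effect; plate controls were no compound for no effect and no enzyme for full effect; nearly all actives have a fitted effect of over 20% in size; some results filed as inactive show a strong effect at the top dose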
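20 mM phosphate pH 7.0 + 0.01% (detergent screen) or 0.0001% Triton X-100; 5.3 nM AmpC reagent; cpd preinc 15 min RT; nitrocefin (800 uM stock) to start; A480 q20 s × 4 min; Activity was normalised to no-enzyme and no-compound control wells.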
* = called active by the depositor; ? = inconclusive; / = not tested or not shown; [ ] = another dose, or the depositor's remark. Unless noted, calls follow the shape of the dose curve; as a rule, active = well fitted curve in the direction sought with a large enough effect; inconclusive = small, poorly fitted or top-dose-only effect, or another doubt; inactive = no such curve, though single readings can be large; an effect the other way counts as inactive or inconclusive. Unless noted, % is scaled to controls: 0 for no effect and ±100 for the full control effect.

1) O=C(O)C[C@@H]1C(=O)O[C@@H]2C(COC(=O)c3cc(O)c(O)c(O)c3)O[C@@H](OC(=O)c3cc(O)c(O)c(O)c3)[C@@H](OC(=O)c3cc(O)c(O)c4c3[C@H]1[C@H](O)C(=O)O4)[C@H]2OC(=O)c1cc(O)c(O)c(O)c1 (stereo partly specified)
2) CCCN(C(=O)c1cc2c(s1)-c1ccccc1SC2)c1ccccc1F
3) CN(C)CCCNc1nc(N)c([N+](=O)[O-])c(NCc2ccccc2)n1
4) COC(=O)c1cc2ccccc2c(-c2c(OC)c(C(=O)OC)cc3ccccc23)c1OC
5) CC(C)(C)c1ccc(/C=N/NC(=S)NCc2ccccc2)cc1
6) COc1cc(/C=C2\CCCc3c2nc2ccccc2c3C(=O)O)cc(Cl)c1O
entry no.	1	2	3	4	5	6
AmpC detergent	-3%	19%	2%	?	-5%	5%
AMA1 RON2 block	/	/	1%	-11%	60%[activator]	-1%
HCMV antiviral	/	-68*	74	?	-24	46
FBPA Giardia inh	4µM*	/	6%	?	1%	?
Sm TGR inh	16µM*	-2%	-14%	-16%	-1%	-32%
AmpC inh no detg	-47%	/	-16%	109%[activator]	-46%	-29%

7) Cc1cc(C)c2cc(CN(Cc3ccco3)C(=S)NCC3CCCO3)c(=O)[nH]c2c1 (stereo unspecified)
8) Cc1ccc(CN(Cc2cccnc2)C(=S)Nc2cc(Cl)ccc2C)cc1
9) Cc1cc(NC(=O)Nc2cccc(C(F)(F)F)c2)no1
10) O=[N+]([O-])c1cccc(Cl)c1N1CCOCC1
11) CCOC(=O)c1c(C)oc2nc(C)nc(NCCCN3CCN(c4ccccc4)CC3)c12
12) Clc1ccccc1CN1CCN(c2ccccc2)CC1
entry no.	7	8	9	10	11	12
AmpC detergent	-8%	10%	0%	-13%	-6%	?
AMA1 RON2 block	-11%	11%	43%[activator]	-1%	/	?
HCMV antiviral	-3	-37	-21	6	-3	8
FBPA Giardia inh	-8%	-26%	-9%	-9%	/	?
Sm TGR inh	25µM*	8%	0%	-6%	-2%	-7%
AmpC inh no detg	60%[activator]	-26%	/	-10%	/	-2%

6 structures out of the list, arranged by molecular weight, low to high.
12) Clc1ccccc1CN1CCN(c2ccccc2)CC1
5) CC(C)(C)c1ccc(/C=N/NC(=S)NCc2ccccc2)cc1
8) Cc1ccc(CN(Cc2cccnc2)C(=S)Nc2cc(Cl)ccc2C)cc1
7) Cc1cc(C)c2cc(CN(Cc3ccco3)C(=S)NCC3CCCO3)c(=O)[nH]c2c1 (stereo unspecified)
4) COC(=O)c1cc2ccccc2c(-c2c(OC)c(C(=O)OC)cc3ccccc23)c1OC
11) CCOC(=O)c1c(C)oc2nc(C)nc(NCCCN3CCN(c4ccccc4)CC3)c12
entry no.	12	5	8	7	4	11
AmpC detergent	?	-5%	10%	-8%	?	-6%
AMA1 RON2 block	?	60%[activator]	11%	-11%	-11%	/
HCMV antiviral	8	-24	-37	-3	?	-3
FBPA Giardia inh	?	1%	-26%	-8%	?	/
Sm TGR inh	-7%	-1%	8%	25µM*	-16%	-2%
AmpC inh no detg	-2%	-46%	-26%	60%[activator]	109%[activator]	/

Later entries.
13) O=C(c1cccc(S(=O)(=O)Nc2ccc(F)cc2)c1)N1CCC1
14) O=C(Cc1c[nH]c2ccccc12)N1CCN(c2ccccc2)CC1
15) COc1ccc(N2CC(C(=O)NCCCN3CCOCC3)CC2=O)cc1 (stereo unspecified)
16) Cc1ccccc1-c1coc2cc(O)ccc2c1=O
17) COc1ccccc1N1C(=O)C=C(Sc2nc(C)cc(C)n2)C1=O
18) CC(C)CC[n+]1ccn(-c2nc3ccccc3nc2[N-]S(=O)(=O)c2ccc(Cl)cc2)c1
entry no.	13	14	15	16	17	18
AmpC detergent	-6%	-5%	0%	1%	0%	3%
AMA1 RON2 block	7%	-5%	-2%	-6%	42%[activator]	14%
HCMV antiviral	44	32	16	12	1	-14
FBPA Giardia inh	/	0%	5%	-6%	-22%	1%
Sm TGR inh	1%	-17%	6%	6%	1µM*	-22%
AmpC inh no detg	-8%	-5%	-11%	-29%	19%	27%

19) Cc1nc2c(-c3ccccc3)c(C)nn2c(C)c1CCC(=O)Nc1ccccc1F
20) CCN(CC)CCn1c(SCC(=O)NCc2ccco2)nc2c(sc3ccccc32)c1=O
21) O=C1CN(C(=O)c2ccc(S(=O)(=O)N3CCCC3)cc2)C(c2ccc(F)cc2)c2cc(F)ccc2N1 (stereo unspecified)
22) CCSc1nnc(Cc2cc(=O)[nH]c(=O)[nH]2)n1-c1cccc(C)c1
23) Cc1csc2ncc(C(=O)NCCc3ccccc3)c(=O)n12
24) O=C1CC(c2ccc(F)cc2)c2c(n3c(nc4ccccc43)[nH]c2=O)N1 (stereo unspecified)
entry no.	19	20	21	22	23	24
AmpC detergent	11%	-5%	2%	-1%	-4%	-6%
AMA1 RON2 block	/	4%	/	7%	8%	/
HCMV antiviral	19	-37	14	-15	176	109
FBPA Giardia inh	/	2%	/	-9%	13%	/
Sm TGR inh	6%	32µM*	1%	0%	-2%	0%
AmpC inh no detg	/	6%	/	-9%	?	/

25) O=c1[nH]c(=O)n(Cc2ccco2)c2c1C(C(F)(F)F)(C(F)(F)F)N=C(CCc1ccccc1)N2
26) Cc1ccc(-c2noc(-c3ccc(NCc4ccco4)c([N+](=O)[O-])c3)n2)cc1
27) CCOC(=O)C(NC(=O)c1ccc(OC)cc1)(N1CCCC1=O)C(F)(F)F (stereo unspecified)
28) CCOc1ccc(CCNC(=O)Cn2nc(CC)n3c(cc4sccc43)c2=O)cc1
29) CCOc1ccc(CCNC(=O)c2sc3nc4n(c(=O)c3c2C)CCC4)cc1
30) COC(=O)c1cc(S(=O)(=O)N2CCN(c3ccccc3F)CC2)c[nH]1
entry no.	25	26	27	28	29	30
AmpC detergent	?	26%	?	1%	-12%	2%
AMA1 RON2 block	-4%	/	2%	/	7%	-14%
HCMV antiviral	-25	76	-31	-19	-30	?
FBPA Giardia inh	-1%	/	1%	/	8%	-4%
Sm TGR inh	-18%	3%	-16%	-5%	-1%	-6%
AmpC inh no detg	-15%	/	16%	/	110%[activator]	-14%

31) COc1cc(NC(=O)CCc2c(C)nn(-c3ccc(N4CCCCC4)nn3)c2C)cc(OC)c1OC
32) CCCC(=O)Nc1cc(C(=O)NCc2ccc(OC)cc2)ccc1S(=O)(=O)c1ccc(Cl)cc1
33) O=C(NCc1ccccn1)c1ccc(OC2CCN(Cc3ccccc3)CC2)cc1
34) COc1cc(/C=C/C(=O)O)cc(S(=O)(=O)NCCCO)c1OC
35) CN1c2ccsc2/C(=N/NC(=O)c2c(F)cccc2F)CS1(=O)=O
36) O=C(O)CC1(CC(=O)Nc2ccc(Cl)cc2C(=O)c2ccccc2)CCCC1
entry no.	31	32	33	34	35	36
AmpC detergent	21%	-1%	1%	-1%	2%	4%
AMA1 RON2 block	/	/	-10%	-3%	100%[activator]	-6%
HCMV antiviral	-11	13	-10	32	-10	0
FBPA Giardia inh	/	/	/	1%	0%	17%
Sm TGR inh	-20%	11%	69%[activator]	-3%	2%	1%
AmpC inh no detg	/	/	6%	-23%	-19%	-28%

37) Cc1noc(C)c1COc1ccc(C(=O)OCC(=O)Nc2ccc(S(N)(=O)=O)cc2)cc1
38) CSc1ccccc1OCc1cc(C(=O)N2CCN(C3CCCC3)C(=O)C2)no1
39) Cc1ccc(C2(c3ccccc3)NC(=O)N(CC(=O)N3CC(=O)Nc4ccccc43)C2=O)cc1C (stereo unspecified)
40) O=C(O)CNC(=O)/C=C/c1c(Cl)cccc1Cl
41) CCC(Cc1ccccc1)NC(=O)CN1C(=O)CSc2ncccc21 (stereo unspecified)
42) O=c1[nH]c(=S)n(-c2ccccc2)c(O)c1/C=N/N1CCCCC1c1cccnc1 (stereo unspecified)
entry no.	37	38	39	40	41	42
AmpC detergent	-7%	-4%	0%	?	?	-2%
AMA1 RON2 block	-4%	-4%	-1%	-2%	6%	23%
HCMV antiviral	2	2	-10	32	-24	-28
FBPA Giardia inh	/	/	/	4%	2%	-7%
Sm TGR inh	2%	-13%	-8%	9%	-6%	?
AmpC inh no detg	-27%	170%[activator]	7%	-14%	-3%	-34%

43) Cc1cc2cc3c(cc2nc1SCC(=O)N1CCCC1)OCCO3
44) O=C(O)CCC(=O)N1CCc2cc(S(=O)(=O)NCc3ccc(Cl)cc3)ccc21
45) O=C1CCCc2nc(N3CCN(Cc4ccccc4)CC3)ncc21
46) COc1ccc(-c2csc(NC(=O)CSc3nnnn3C)n2)cc1OC
47) COc1ccc2c(C)cc(N3CCN(Cc4ccccc4)CC3)nc2c1
48) CCOc1ccccc1NC(=O)c1cc2cc(C)ccc2n1C
entry no.	43	44	45	46	47	48
AmpC detergent	-9%	2%	-12%	?	-4%	21%
AMA1 RON2 block	-1%	7%	-7%	7%	-4%	/
HCMV antiviral	-61*	36	-20	3	-23	23
FBPA Giardia inh	20%	/	-15%	/	7%	/
Sm TGR inh	-4%	-12%	-30%	0%	9%	7%
AmpC inh no detg	12%	-25%	18%	-2%	27%	/

Another view of part of the listing above.
no. | molecule | AmpC detergent | AMA1 RON2 block | HCMV antiviral | FBPA Giardia inh | Sm TGR inh | AmpC inh no detg
45 | O=C1CCCc2nc(N3CCN(Cc4ccccc4)CC3)ncc21 | -12% | -7% | -20 | -15% | -30% | 18%
46 | COc1ccc(-c2csc(NC(=O)CSc3nnnn3C)n2)cc1OC | ? | 7% | 3 | / | 0% | -2%

Next part.
49) CC12CCCCC1N(O)CN2O (stereo unspecified)
50) CN(C)S(=O)(=O)c1ccc(Cl)c(NC(=O)COC(=O)c2cc(-c3ccccc3)nc3ccccc23)c1
51) CCCc1cc(-c2n[nH]c(=S)n2CC)cs1
52) COc1ccc(CN2C(=O)/C(=C/c3ccncc3)SC2=S)cc1
53) COc1ccccc1NC(=O)CSc1nnc(NC(=O)C2CCC2)s1
54) CCOC(=O)c1ccc(N2C(=O)c3n[nH]c(-c4ccco4)c3C2c2ccc(OC)cc2OC)cc1 (stereo unspecified)
55) COc1cccc(OCCn2ccnc2)c1
56) Cc1ccc(S(=O)(=O)N2CCN(CC(=O)N/N=C/c3ccco3)CC2)cc1
57) CCC(=O)c1ccc(OCC(=O)N2CCN(c3ncccn3)CC2)cc1
entry no.	49	50	51	52	53	54	55	56	57
AmpC detergent	-22%	?	2%	-1%	?	5%	-9%	-9%	-11%
AMA1 RON2 block	-1%	-5%	79%[activator]	?	-5%	/	-5%	44%[activator]	17%
HCMV antiviral	-9	-20	13	-72*	10	-105*	7	-25	?
FBPA Giardia inh	2%	0%	0%	1%	-10%	/	-3%	2%	/
Sm TGR inh	-31%	5%	-6%	-9%	-7%	-23%	1%	-22%	2%
AmpC inh no detg	-19%	-6%	-32%	-3%	-31%	/	-7%	-6%	-16%

Assay outcomes: PubChem BioAssay, National Center for Advancing Translational Sciences (NCATS)
